# PAD4 inh: blocks human protein arginine deiminase 4; inhibition, % at 6.36 µM; Q9UM07; 330,000 compounds, 0.41% hits; recombinant PAD4, RCA probe fluorescence polarization; AID 485272;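 active = percent inhibition above a cutoff equal to the mean of all tested compounds plus 3 SD, cut at about 15% in these data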;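 also: 0% = PAD4 with RCA probe and DMSO and 100% = probe without PAD4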
# PAFAH1B2 inh: inhibitors of human PAFAH1B2; P68402; recombinant PAFAH1B2, FP-rhodamine activity probe, fluorescence polarization; inhibition, % at 3.39 µM; 340,000 compounds, 1.2% hits;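 active = inhibition above the mean of all tested compounds plus 3 SD, cut at about 24% in these data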;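 also: 0% = enzyme with DMSO and 100% = wells lacking PAFAH1B2; many of its hits are not listed in these tables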
# LYPLA2 inh: counter-screen for PME1 inhibitors: inhibitors of human LYPLA2. inhibition, % at 5.9 µM. 320,000 compounds, 0.38% hits. O95372. AID 2177. recombinant LYPLA2, FP-Rh probe fluorescence polarization;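 active = inhibition above the screen-wide mean plus 3 SD, limit set per campaign, cut at about 26% in these data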;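 also: 0% = LYPLA2 with DMSO and 100% = wells lacking LYPLA2 enzyme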
# Target sequence (O95372 whole entry, looked up): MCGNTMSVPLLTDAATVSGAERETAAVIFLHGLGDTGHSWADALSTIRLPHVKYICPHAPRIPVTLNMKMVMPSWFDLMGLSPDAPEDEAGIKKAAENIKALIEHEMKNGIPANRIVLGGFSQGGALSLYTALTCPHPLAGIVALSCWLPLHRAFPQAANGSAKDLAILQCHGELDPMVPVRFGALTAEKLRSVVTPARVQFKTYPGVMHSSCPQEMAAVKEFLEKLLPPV
# LYPLA1 counter: blocks human lysophospholipase 1, a PME1 counter-screen. O75608. recombinant LYPLA1, FP-Rh probe fluorescence polarization. inhibition, % at 5.9 µM. 320,000 compounds, 0.16% hits. AID 2174;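 active = inhibition above the mean of all tested compounds plus 3 SD, set per campaign, cut at about 14% in these data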;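 also: inhibitors block serine hydrolase probe labeling of LYPLA1 so polarization falls; 0% = enzyme with DMSO and 100% = wells lacking LYPLA1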
# PAFAH1B3 inh: inhibitors of human PAFAH1B3. Q15102. recombinant PAFAH1B3, FP-rhodamine probe, fluorescence polarization. inhibition, % at 3.39 µM. 340,000 compounds, 0.28% hits. AID 492972;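 active = inhibition above the screen-wide average of all tested compounds plus 3 SD, cut at about 25% in these data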;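 also: 0% = enzyme with DMSO only and 100% = wells lacking PAFAH1B3 protein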
# PAFAH2 FP inh: inhibitors of human PAFAH2. Q99487. recombinant PAFAH2, FP-rhodamine activity probe, fluorescence polarization. inhibition, % at 3.39 µM. 340,000 compounds, 0.99% hits. AID 492956;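 active = inhibition above the mean over all tested compounds plus 3 SD, cut at about 30% in these data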;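 also: inhibitors block probe labeling of enzyme so polarization drops; 0% = enzyme with DMSO and 100% = wells lacking PAFAH2 protein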
# pPAFAH inh: inhibitors of human plasma PAF acetylhydrolase (pPAFAH); Q13093; recombinant pPAFAH, FP-rhodamine probe fluorescence polarization; inhibition, % at 3.39 µM; 330,000 compounds, 1.5% hits;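 active = inhibition above the mean inhibition across the screen plus 3 SD, cut at about 25% in these data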;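 also: inhibitors block binding of the rhodamine activity-based probe so polarization drops; 0% = enzyme with DMSO and 100% = wells lacking pPAFAH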
# GSTO1 counter: counter-screen for RBBP9 inhibitors: inhibitors of human GSTO1 | P78417 | recombinant GSTO1, activity-based probe fluorescence polarization | inhibition, % at 5.96 µM | 300,000 compounds, 1.1% hits | AID 1974;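 active = inhibition above the campaign mean inhibition plus 3 SD, cut at about 35% in these data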;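 also: 0% = GSTO1-1 with DMSO and 100% = wells lacking GSTO1-1 enzyme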
# PREPL inh: inhibitors of human prolyl oligopeptidase-like enzyme PREPL; 320,000 compounds, 0.68% hits; inhibition, % at 5.96 µM; Q4J6C6; AID 2751; recombinant PREPL, fluorescence polarization activity-based probe; in the data active = inhibition above about 43%;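 also: 0% = enzyme with DMSO and 100% = wells lacking enzyme; many of its hits are not listed in these tables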
# Target sequence (Q4J6C6 whole entry, looked up): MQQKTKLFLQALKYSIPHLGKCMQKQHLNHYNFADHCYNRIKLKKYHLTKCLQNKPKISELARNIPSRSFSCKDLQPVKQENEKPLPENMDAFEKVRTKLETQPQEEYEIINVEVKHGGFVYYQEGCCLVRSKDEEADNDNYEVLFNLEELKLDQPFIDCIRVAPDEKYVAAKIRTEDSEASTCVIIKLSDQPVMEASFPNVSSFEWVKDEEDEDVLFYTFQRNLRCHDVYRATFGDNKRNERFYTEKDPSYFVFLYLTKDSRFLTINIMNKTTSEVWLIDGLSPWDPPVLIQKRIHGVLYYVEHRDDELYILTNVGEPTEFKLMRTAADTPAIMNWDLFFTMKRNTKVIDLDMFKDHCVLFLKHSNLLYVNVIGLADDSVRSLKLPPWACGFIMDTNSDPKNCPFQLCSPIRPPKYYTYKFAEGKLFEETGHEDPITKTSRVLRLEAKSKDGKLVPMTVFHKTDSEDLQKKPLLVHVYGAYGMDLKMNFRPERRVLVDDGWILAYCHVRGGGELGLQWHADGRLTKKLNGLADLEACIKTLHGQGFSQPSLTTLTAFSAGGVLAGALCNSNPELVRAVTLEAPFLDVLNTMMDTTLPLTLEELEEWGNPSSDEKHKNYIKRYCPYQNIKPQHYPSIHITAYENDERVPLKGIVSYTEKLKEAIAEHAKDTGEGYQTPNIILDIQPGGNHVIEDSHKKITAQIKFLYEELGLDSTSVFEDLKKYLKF
# * hit, by the source's call; / = no result given.
# Sequence of screens: PAD4 inh	PAFAH1B2 inh	LYPLA2 inh	LYPLA1 counter	PAFAH1B3 inh	PAFAH2 FP inh	pPAFAH inh	GSTO1 counter	PREPL inh
- Cc1ccc(NC(=O)C2CCN(c3ncnc4c3nc3n4CCCCC3)CC2)cc1Cl
 : -2.8	-5.5	0.5	-5.3	-7.8	1.3	-3.0	8.8	19.6
- CCN(CC)S(=O)(=O)c1ccc(O)c(NC(=O)c2ccc(N3CCOCC3)c([N+](=O)[O-])c2)c1
 : -5.2	15.9	0.2	-2.1	0.7	15.8	11.4	-11.2	2.2
- Cc1ccsc1C(=O)OCC(=O)Nc1sccc1C(N)=O
 : 4.5	-3.8	21.7	-2.3	-3.3	-5.0	3.6	3.1	-3.1
- CCN(CC)S(=O)(=O)c1ccc2c(c1)[nH]c(=S)n2CC
 : -1.8	3.8	-2.4	0.4	-5.6	5.3	-3.8	5.4	6.0
- CC(NC(=O)CNC(=O)C1CCCCC1)c1cccc(Cl)c1 (centres undefined)
 : 1.6	5.8	0.3	2.2	6.2	5.1	2.3	3.2	8.0
- N/C(=N\OC(=O)/C=C/c1ccccc1)c1ccc(Br)cc1
 : 0.7	0.0	-0.5	-1.8	-2.8	2.2	-1.9	6.5	10.6
- O=C(Nc1ccccc1)c1ccccc1N=Cc1cccc(O)c1
 : 4.8	0.3	-3.5	-4.8	3.7	2.6	-9.7	9.9	2.5
- O=C(c1noc2c1CCCC2)N1CCc2ccccc2C1
 : 2.4	-4.7	-0.8	-4.2	4.2	9.5	6.4	10.2	1.1
- COC(=O)C1Cc2c([nH]c3ccccc23)CN1 (centres undefined)
 : 0.9	2.5	-0.6	-0.7	6.2	3.6	-3.4	3.7	7.5
- CCn1ncc(-c2csc(N)n2)c1C
 : -24.0	1.7	-5.1	1.4	4.9	15.6	3.6	10.7	1.7
- CCCCN(C(=O)CCC(=O)Nc1cc(C)on1)C(C(=O)NC1CCCC1)c1ccccc1C (centres undefined)
 : 3.0	1.5	-1.4	-2.0	2.5	-5.4	0.6	0.4	1.6
- CCCCC1=CC2=C(c3ccco3)C(=O)C(C)(OC(=O)c3ccc(OC)cc3)C(=O)C2=CN1CCOC (centres undefined)
 : 0.8	-0.6	0.0	-1.4	-11.7	8.4	10.4	11.1	7.1
- O=S1(=O)C=CC(Nc2ccccc2)C1 (centres undefined)
 : -6.2	0.5	0.9	1.3	3.0	-4.9	-0.1	-6.0	3.6
- Cc1ccc2[nH]c(=O)cc(C(=O)OCC(=O)c3ccc(F)cc3)c2c1
 : 3.7	1.8	-0.3	-0.3	1.6	0.9	5.3	6.9	3.3
- O=c1c(O[C@@H]2O[C@H](CO)[C@@H](O)[C@H](O)[C@H]2O)c(-c2ccc(O)cc2)oc2cc(O)cc(O)c12
 : 1.5	-1.3	/	/	-1.3	12.0	1.9	/	11.5
- COCC(C)NC(=O)c1cc(OC)cc(OC)c1 (centres undefined)
 : -3.5	-1.6	1.0	-2.4	2.6	0.2	1.3	-1.6	0.7
- Cc1ccc(-n2nc(C(N)=O)nc2-c2ccccc2)cc1
 : -1.3	1.5	6.5	-2.2	-0.6	2.2	-0.8	1.8	15.5
- Cc1cc(C)n(-c2cc(O)c(-n3nc(C)cc3C)cc2O)n1
 : -5.8	4.8	-0.8	-2.2	7.0	7.9	5.4	46.5*	2.5
- CSc1nc(N)cc(=O)[nH]1
 : -4.4	-1.4	0.8	-0.4	5.8	5.7	-2.0	0.7	-5.0
- CCN1C(=O)/C(=C\N2CCN(C(=O)c3ccco3)CC2)SC1=S
 : 1.0	6.7	-3.8	0.3	-3.9	4.1	0.0	3.9	-0.3
- COCCn1c(N)c(Sc2ccccc2)c(=O)[nH]c1=O
 : -0.5	4.8	3.5	0.8	2.1	-6.1	-6.0	2.2	3.6
- COc1ccccc1OCC(=O)Nc1cccc(C(=O)N2CCOCC2)c1
 : 0.5	5.8	1.4	0.1	4.1	6.0	3.9	7.9	7.3
- CC[C@@]1(C(=O)OC)N[C@H](CN(C)C(=O)Nc2ccc(F)cc2)[C@@H]2C(=O)N(C)C(=O)[C@@H]21
 : -1.2	5.1	/	/	9.6	4.7	-1.6	/	18.1
- CC1(C)Nc2ccccc2N(CC(=O)N2CCCCC2)C1=O
 : -1.1	2.3	0.9	0.7	3.4	-1.4	0.0	-8.9	-10.1
- O=C(CSc1nc2ccccc2o1)Nc1ccccc1N1CCCCCC1
 : -5.6	1.9	-7.5	-3.5	8.4	-1.7	4.0	2.3	8.0
- COc1ccc(S(=O)(=O)N2CCCOC2CNC(=O)C(=O)NCc2ccccn2)cc1 (centres undefined)
 : -7.4	1.3	7.7	-0.2	7.2	1.4	1.2	2.2	-3.6
- CC(=O)c1ccc(NC(=O)CSc2nnc(Cn3cnc4ccccc43)o2)cc1
 : -1.4	-1.1	2.0	-5.1	3.5	-0.4	8.4	-1.7	-5.2
- CCOc1cc(/C=C2/NC(=O)N(CC(=O)Nc3cccc(C)c3)C2=O)ccc1OCC(N)=O
 : -4.2	0.5	-0.7	-4.8	-3.6	4.4	-4.0	0.0	7.6
- COc1ccc(-c2cc(C(=O)O)[nH]n2)cc1OC
 : -3.4	4.7	-5.0	0.4	2.3	-0.5	6.7	-3.9	3.7
- Cc1cccc(OCCCC(=O)Nc2ccc(S(=O)(=O)Nc3nccs3)cc2)c1C
 : 1.1	4.3	-3.0	1.2	-0.8	6.9	5.9	2.5	9.3
- Cc1cc(NS(=O)(=O)c2ccc(NC(=O)c3ccccc3C)cc2)no1
 : -1.4	3.1	2.2	0.7	-1.4	-1.6	0.8	-4.4	-9.9
- Cc1ccsc1C(=O)OCC(=O)Nc1ccc(Cl)cn1
 : -1.6	1.6	/	/	11.7	78.2*	18.6	/	12.9
- Cc1cc(NC(=O)CN2CCN(c3ccc(O)cc3)CC2)no1
 : 6.3	1.2	-3.2	-1.3	4.5	1.6	3.1	20.3	10.5
- Cn1ncc(Br)c1C(=O)N1CCc2ccccc21
 : 2.0	-7.2	8.8	6.0	1.8	8.2	7.7	-3.0	10.2
- CCc1cccc(CC)c1NC(=O)CSc1nnc(C2CC2)n1C
 : -4.3	3.7	5.5	-1.8	7.3	7.3	-1.0	0.7	14.1
- CCCN(CCC)Cc1c(C(=O)N/N=C/c2ccoc2)nnn1-c1nonc1N
 : -5.0	-2.0	-5.2	-6.2	5.3	6.2	4.3	-0.6	3.6
- CC(C)(C)NC(=O)C12CC3CC(CC(Cl)(C3)C1)C2
 : -0.2	17.3	6.2	-2.7	0.9	-1.1	3.9	-1.3	-1.3
- CC(C)C(NC(=O)COc1ccc2ccccc2c1)C(=O)N/N=C/C=C/c1ccccc1 (centres undefined)
 : -1.0	-4.5	6.6	-1.2	11.1	2.0	-5.7	-0.7	3.9
- COC(=O)c1ccc(C2=NOC(C)(c3sc(-c4ccc(Cl)cc4)nc3C)C2)cc1 (centres undefined)
 : 0.4	0.1	-1.3	-0.9	-2.7	-8.7	-0.5	6.8	8.5
- Cc1ccc(Cl)cc1NC(=O)CNCC(c1ccccc1)N(C)C (centres undefined)
 : -8.2	7.9	-3.6	4.0	5.8	0.4	-0.7	0.1	-70.7
- Cc1ccccc1-c1nc(C#N)c(N2CCC(C)CC2)o1
 : -0.9	4.9	-1.5	-0.6	12.6	-4.0	8.4	3.6	10.3
- Cc1cccc(C)c1OCc1cc(C(=O)N(C)Cc2cc(C3CC3)n[nH]2)no1
 : -2.7	0.1	4.0	3.1	-2.2	1.1	-7.3	-5.5	-1.8
- O=C(CN1CCCC1)Nc1ccc2c(c1)CCC2
 : -3.9	4.5	0.2	0.7	1.3	-2.6	2.6	5.7	4.0
- COCC(C)NC(=O)c1noc2c1CCc1cc(OC)ccc1-2 (centres undefined)
 : -2.6	3.8	-1.2	-3.9	0.5	-2.1	-1.7	2.6	0.3
- O=C(CSCc1ccco1)c1cccs1
 : 1.3	-0.4	4.6	-0.2	2.2	11.2	9.2	4.6	10.8
- Cc1ccsc1-c1n[nH]c(=S)n1CC(C)C
 : 1.0	6.8	8.0	-0.5	-0.1	-7.5	-2.5	5.5	2.5
- CCCCn1nnnc1NCc1cc(Cl)c(OC)c(OC)c1
 : -6.7	0.8	0.1	-2.1	1.1	7.7	-6.8	13.5	-8.3
- CCCCc1ccc(NC(=S)N2CCN(C(=O)OCC)CC2)cc1
 : -0.7	3.1	7.9	-0.1	8.6	0.6	0.5	1.0	5.9
- O=c1[nH]c2ccc(S(=O)(=O)N3CCN(C4CCCCC4)CC3)cc2[nH]c1=O
 : 3.3	5.7	1.5	1.2	5.3	-5.8	0.9	9.7	10.0
- Cc1ccc(C(C)(O)CS(=O)(=O)Cc2ccccc2)cc1 (centres undefined)
 : -3.6	16.0	-5.6	-0.8	-1.2	4.0	6.7	-8.0	-4.4
- COc1cccc2[nH]c3c(N4CCCC(C)C4)ncnc3c12 (centres undefined)
 : -9.7	4.0	-0.6	2.0	6.7	2.0	-0.7	4.7	25.7
- CC1CCCN(c2ccc(C(=O)NCCc3ccccc3)cn2)C1 (centres undefined)
 : -3.3	4.3	-2.2	-4.5	4.3	7.1	-0.1	-0.5	16.4
- Cc1ccc(C(=O)NCC(=O)NCCSc2ccc(Br)cc2)cc1
 : -5.7	14.6	-1.9	-2.5	-5.1	6.2	1.2	-5.4	-30.8
- Cc1cc(=O)oc2c3c(cc(OCC(=O)NCC(=O)O)c12)OC(C)(C)CC3
 : 0.5	4.8	5.1	1.2	2.6	12.0	15.7	15.7	20.2
- C[C@@H](NC(=O)[C@@H]1Cc2ccccc2CN1)C(=O)NC1CCCCC1
 : -1.6	5.3	0.9	-2.2	-3.5	-9.9	5.5	1.1	-3.0
- CCCNc1nc(N2CCOCC2)nc(N2CCOCC2)n1
 : 2.5	3.4	3.4	0.6	2.9	12.1	6.0	-3.6	7.5
- O=C(CCc1ccc(S(=O)(=O)N2CCOCC2)cc1)N/N=C/c1ccc(O)c(O)c1O
 : -1.2	2.5	5.1	-4.9	12.7	5.2	27.8*	30.4	4.4
- CCOCCCNC(=O)CSc1nnc(-c2ccc(S(=O)(=O)N3CCCC3)cc2)n1C
 : -3.2	4.9	-5.1	1.4	5.2	7.6	3.2	4.6	2.2
- Cc1c(C(=O)N2CCCCC2)c(S(=O)(=O)N2CCN(c3ccc(Cl)cc3)CC2)c(C)n1C
 : 67.9*	14.9	1.3	-1.7	-2.0	-3.3	25.1*	0.2	36.9
- COc1ccc(N2CC(C(=O)N[C@@H](C)C(=O)NC3CCCCC3)CC2=O)cc1 (some centres undefined)
 : 2.7	2.9	4.2	1.4	0.8	0.9	0.6	-0.8	0.2
- CCc1ccccc1NC(=O)C(C#N)Cc1cccnc1 (centres undefined)
 : 1.3	3.4	4.8	0.3	0.8	2.7	4.0	-4.9	5.4
- CC(C)(C)CN1C(N)=NC[C@@H]1Cc1ccccc1
 : 0.8	-2.3	12.6	0.1	-0.5	3.8	1.6	9.7	2.1
- CCOC(=O)c1cnc2nc[nH]n2c1=O
 : -3.5	-1.8	-7.8	-3.7	2.1	-1.1	-0.3	2.5	4.1

# 3 of the entries above in order of the PAFAH1B2 inh value, lowest first:
SMILES	PAD4 inh	PAFAH1B2 inh	PAFAH1B3 inh	PAFAH2 FP inh	pPAFAH inh	PREPL inh
COC(=O)c1ccc(C2=NOC(C)(c3sc(-c4ccc(Cl)cc4)nc3C)C2)cc1 (centres undefined)	0.4	0.1	-2.7	-8.7	-0.5	8.5
CC1CCCN(c2ccc(C(=O)NCCc3ccccc3)cn2)C1 (centres undefined)	-3.3	4.3	4.3	7.1	-0.1	16.4
CCOCCCNC(=O)CSc1nnc(-c2ccc(S(=O)(=O)N3CCCC3)cc2)n1C	-3.2	4.9	5.2	7.6	3.2	2.2

# Only part of the results is shown (hit frequency here may not be typical).
